Source: PubChem
OX1R antag = OX1R (HCRTR1) antagonists, primary screen, fluorescence, CHO/OX1R cells, Fluo-8 calcium, orexin A; Orexin/Hypocretin receptor type 1 (Homo sapiens), O43613; Fluo-8 calcium fluorescence; inhibition, % at 5 µM; 330,000 compounds, 0.43% hits;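 active = inhibition above its plate's threshold, mean inhibition of all tested compounds on the plate plus 3 SD, cut at about 37% in these data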;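 also: 0% = orexin A challenge wells and 100% = SB-334867-A antagonist wells; not every result past the cut was called active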
Target sequence (O43613 whole entry, looked up): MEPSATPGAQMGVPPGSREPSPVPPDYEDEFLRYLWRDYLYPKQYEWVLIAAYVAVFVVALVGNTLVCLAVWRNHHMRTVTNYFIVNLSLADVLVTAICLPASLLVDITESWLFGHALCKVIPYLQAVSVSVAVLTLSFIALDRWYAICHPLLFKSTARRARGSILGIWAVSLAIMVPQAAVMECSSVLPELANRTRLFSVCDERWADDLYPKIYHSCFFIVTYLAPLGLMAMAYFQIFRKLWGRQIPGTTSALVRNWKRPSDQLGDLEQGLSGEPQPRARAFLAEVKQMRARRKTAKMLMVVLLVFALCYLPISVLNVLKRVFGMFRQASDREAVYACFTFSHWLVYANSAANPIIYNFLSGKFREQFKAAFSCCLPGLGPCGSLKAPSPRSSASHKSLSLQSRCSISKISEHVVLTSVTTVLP
CHT PAM = CHT positive allosteric modulators, primary screen, cell-based, membrane potential dye, choline EC20; High affinity choline transporter 1 (Homo sapiens), Q9GZV3; CHT-expressing cells; stronger effect = higher value; LV-AA mutant CHT in HEK293 cells; B-score at 10 µM; 310,000 compounds, 0.49% hits; AID 488977, 2010;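 active = initial fluorescence not abnormally high and integrated response B-score, plate-corrected, over 3 SD above library mean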
Target sequence (Q9GZV3 whole entry, looked up): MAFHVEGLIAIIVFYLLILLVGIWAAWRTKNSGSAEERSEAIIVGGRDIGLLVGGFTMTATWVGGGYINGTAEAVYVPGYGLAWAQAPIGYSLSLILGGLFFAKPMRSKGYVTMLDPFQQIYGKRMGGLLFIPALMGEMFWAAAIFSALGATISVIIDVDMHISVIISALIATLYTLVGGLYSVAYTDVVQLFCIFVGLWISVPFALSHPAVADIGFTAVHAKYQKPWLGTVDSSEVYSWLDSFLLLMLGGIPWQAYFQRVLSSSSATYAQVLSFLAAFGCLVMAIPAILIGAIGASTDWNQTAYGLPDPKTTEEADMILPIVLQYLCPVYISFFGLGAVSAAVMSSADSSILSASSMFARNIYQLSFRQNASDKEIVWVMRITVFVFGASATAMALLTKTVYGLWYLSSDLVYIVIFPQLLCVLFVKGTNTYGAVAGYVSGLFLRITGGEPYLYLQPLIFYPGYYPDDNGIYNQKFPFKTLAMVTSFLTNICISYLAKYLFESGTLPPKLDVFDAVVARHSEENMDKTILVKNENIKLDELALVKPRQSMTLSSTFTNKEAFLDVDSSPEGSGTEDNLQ
Starred values were filed as active, the others as inactive; i = inactive; x = no result given.

| Molecule | OX1R antag | CHT PAM |
| --- | --- | --- |
| CCCCOC(=O)C1=C(C)NC(=O)NC1c1cccc([N+](=O)[O-])c1 (configuration not stated) | -15 | i |
| Fc1ccc(CSc2ncnc3nc[nH]c23)cc1 | 3 | i |
| CCOc1cc(Cl)c(NC(=O)c2ccco2)cc1OCC | -23 | i |
| CN(C)S(=O)(=O)c1cccc(NC(=O)COC(=O)CCSc2ccc(Cl)cc2)c1 | -13 | i |
| COc1ccc(Nc2oc(COc3ccccc3F)nc2C#N)cc1 | -14 | i |
| CC1(C)CC(=O)C2=C(C1)N(c1ccccc1)C(N)=C(C#N)C2c1ccsc1 (configuration not stated) | -26 | i |
| CCCCNC(=O)CN1CCC2(O)CCCCC2C1c1ccccc1OC (configuration not stated) | -20 | i |
| CC1(C)Cc2c(c(N3CCOCC3)nc3snc(Br)c23)CO1 | -33 | i |
| CN(C)CCCCOc1ccccc1-c1ccccc1 | -9 | i |
| CN(C(=O)CSc1cc(Cl)ccc1Cl)C1CCS(=O)(=O)C1 (configuration not stated) | -12 | x |
| Cc1cccc(N2CCN(S(=O)(=O)c3c(C)[nH]c(=O)[nH]c3=O)CC2)c1C | 14 | i |
| ClCc1c2ccccc2cc2ccccc12 | -13 | i |
| COc1ccc(-c2cc(C(=O)Nc3cc(S(N)(=O)=O)ccc3C)c3ccccc3n2)cc1OC | -20 | i |
| COc1ccc(CCNC(=O)c2c(C)cc(=O)oc2C)cc1OC | -16 | i |
| Cc1ccccc1Cn1nc(C)c(NC(=O)c2ccccc2)c1C | -2 | i |

Molecules listed so far containing a Cl atom (four):
| Molecule | OX1R antag | CHT PAM |
| --- | --- | --- |
| CCOc1cc(Cl)c(NC(=O)c2ccco2)cc1OCC | -23 | i |
| CN(C)S(=O)(=O)c1cccc(NC(=O)COC(=O)CCSc2ccc(Cl)cc2)c1 | -13 | i |
| CN(C(=O)CSc1cc(Cl)ccc1Cl)C1CCS(=O)(=O)C1 (configuration not stated) | -12 | x |
| ClCc1c2ccccc2cc2ccccc12 | -13 | i |

Remaining list, next part.
| Molecule | OX1R antag | CHT PAM |
| --- | --- | --- |
| CCN1C(=O)/C(=C/c2cccs2)SC1=Nc1ccc(OC)cc1 | -19 | i |
| N/C(=N\c1nc2ccccc2o1)NC(=O)C(Cc1ccccc1)N1C(=O)c2ccccc2C1=O (configuration not stated) | 24 | i |
| CCOCCCN(C(=O)CNC(=O)c1ccco1)C(C(=O)NC1CCCC1)c1ccccc1C (configuration not stated) | -7 | i |
| NCCCC[C@H](N)c1nnc([C@H](CC(=O)O)NC(=O)C2CCNCC2)o1 | -8 | i |
| N#C/C(=C/c1ccc(Br)o1)C(N)=O | -11 | i |
| O=S(=O)(NC(=NC1CCCC1)C(F)(F)F)c1ccccc1 | -7 | i |
| O=C(CN(Cc1ccccc1)S(=O)(=O)c1ccc2c(c1)OCCO2)N/N=C/c1cccc(Br)c1 | -3 | i |
| COc1ccc(-c2csc(NC(=O)CSCC(=O)Nc3cc(C)on3)n2)cc1 | 3 | x |
| COc1ccc(/C=C/c2ccc(=O)n(Cc3ccccc3)n2)cc1 | 21 | i |
| CSCCC(NC(=O)COc1ccccc1)C(=O)Nc1ccc(C)cc1 (configuration not stated) | -11 | i |
| CCC(=O)Nc1nc2ccccc2n1Cc1ccccc1C | -24 | i |
| CC(C)CC(=O)Nc1ccc([N+](=O)[O-])cc1Cl | 2 | i |
| CCN(C[C@H]1N[C@@](Cc2ccccc2)(C(=O)OC)[C@H]2C(=O)N(C)C(=O)[C@@H]12)C(=O)COC | -2 | x |
| O=C(Nc1ccc2oc(=O)ccc2c1)c1cc([N+](=O)[O-])ccc1N1CCOCC1 | -12 | i |
| Cc1sc2ncn(CC(=O)NCCCC(=O)N3CCN(Cc4ccc5c(c4)OCO5)CC3)c(=O)c2c1C | -24 | i |
| Cc1cc(C)n(CCN(C)c2nc3nonc3nc2NC2CC2)n1 | 3 | i |
| Cc1cccc(C)c1NC(=S)NC(=O)c1ccccc1F | -6 | i |
| CCCN=C1N(CC)C[C@@H]2[C@@H]3C(=O)N(C)C(=O)[C@@H]3[C@](CC)(C(=O)OC)N12 | -3 | x |
| COc1cccc(CNC(=O)Cn2ccc([N+](=O)[O-])n2)c1 | 4 | i |
| COC(=O)C1CCCCN1C(=O)c1ccc2oc(Cc3ccccc3)nc2c1 (configuration not stated) | x | i |
| CC(=O)Nc1ccc(NC(=O)COC(=O)c2cc(S(=O)(=O)N(C)C)ccc2N2CCCC2)cc1 | -14 | i |
| CCOC(=O)NC1(NCC(C)C)Oc2ccccc2O1 | -11 | i |
| CNC(=S)NNC(=O)c1oc2nc(-c3ccccc3)cc(-c3ccco3)c2c1N | -3 | i |
| COc1cccc2c1OCC([C@@H]1C[C@H]3CN(Cc4cccc(Cl)c4)C(=O)[C@]34CCCN14)=C2 | -15 | i |
| c1ccc(-c2cn(CC3CCCCC3)nn2)cc1 | -13 | i |
| Cc1c(Cl)ccc(S(=O)(=O)NCCN2CCOCC2)c1Cl | -8 | i |
| O=C(CSc1ccc(-c2cccnc2)nn1)Nc1ccccc1F | -6 | i |
| O=C1CCCN1CC(O)CS(=O)(=O)Cc1ccccc1Cl (configuration not stated) | -20 | i |
| Nc1ncnc2c1ncn2[C@@H]1O[C@H](CNCc2cn(CC(=O)NC3CC3)c3ccccc23)[C@@H](O)[C@H]1O | -9 | x |
| COc1ccc(-n2nc(C(=O)NCc3ccco3)c3c4ccccc4n(C)c3c2=O)cc1 | -27 | i |
| COc1ccc(Oc2nc(OC)cc(OC)n2)cc1 | -3 | i |
| COc1ccc(S(=O)(=O)N2CCC(C(=O)NC3CCCCC3)CC2)cc1C | -3 | i |
| Cc1ccc(S(=O)(=O)c2nnn(-c3cccc(F)c3)c2N)cc1 | -2 | i |
| Oc1ccc(/C=N/N(Cc2ccccc2)c2ccccc2)cc1 | -17 | i |
| Cc1cccc(NC(=S)N2CCCC2)c1 | 5 | i |
| CCOC(=O)C1CCN(Cc2cccc(OC)c2)CC1 | -6 | i |
| Cc1ccc(CNC(=O)c2oc3ccc(S(=O)(=O)N4CCOCC4)cc3c2C)cc1 | -2 | i |
| CCNC1CCS(=O)(=O)C1 (configuration not stated) | -9 | i |
| Cc1ccc([N+](=O)[O-])cc1NC(=O)/C=C/C(=O)O | 5 | i |
| O=C(Nc1ccc(N=Nc2ccccc2)cc1)c1cccc(Cl)c1 | -21 | i |
| COc1ccccc1CCC(=O)N(C)C1CCCN(Cc2ccccc2F)C1 (configuration not stated) | -33 | i |
| O=C(Nc1ccccc1)c1cc([N+](=O)[O-])ccc1N1CCCCC1 | -37 | x |
| O=C(Nc1ccc(N2CCOCC2)c(Cl)c1)c1ccc(S(=O)(=O)N2CCOCC2)cc1 | -6 | i |
| O=C(Nn1cnnc1)c1ccccc1-c1ccccc1 | -15 | i |
| COc1ccc(C2c3[nH]c4ccccc4c3CCN2C(=O)Cc2nonc2C)c(F)c1 (configuration not stated) | -5 | i |

Ordered by molar mass (descending): 5 of the compounds above.
| Molecule | OX1R antag | CHT PAM |
| --- | --- | --- |
| COc1cccc2c1OCC([C@@H]1C[C@H]3CN(Cc4cccc(Cl)c4)C(=O)[C@]34CCCN14)=C2 | -15 | i |
| COc1ccccc1CCC(=O)N(C)C1CCCN(Cc2ccccc2F)C1 (configuration not stated) | -33 | i |
| CCCCOC(=O)C1=C(C)NC(=O)NC1c1cccc([N+](=O)[O-])c1 (configuration not stated) | -15 | i |
| Fc1ccc(CSc2ncnc3nc[nH]c23)cc1 | 3 | i |
| Cc1ccc([N+](=O)[O-])cc1NC(=O)/C=C/C(=O)O | 5 | i |

More results.
| Molecule | OX1R antag | CHT PAM |
| --- | --- | --- |
| Cc1ccc2nc(-c3ccc(F)cc3)nc(SCC(=O)NCC3CCCO3)c2c1 (configuration not stated) | -22 | i |
| Cc1[nH][nH]c(=O)c1C(c1ccc(Cl)cc1)c1c(C)[nH][nH]c1=O | 5 | i |
| c1ccc(COc2cccc(CNCc3cccnc3)c2)cc1 | -25 | i |
| O=c1cc2ncc(-n3cc([N+](=O)[O-])cn3)cn2[nH]1 | -11 | i |
| CSc1ccc(CCNC(=O)CCc2nnc3ccc(N4CCCC4)nn23)cc1 | -18 | i |
| COc1ccc(OC)c(NC(=O)NNC(=O)c2cc3occc3[nH]2)c1 | -11 | i |
| CS(=O)(=O)N(CC(=O)NCc1ccco1)c1ccccc1Cl | -55 | i |
| O=S(=O)(c1ccc2ccccc2c1)N1CCCCC1 | -13 | i |
| COc1cc(OC)cc(-c2nc(SCC(=O)Nc3ccccc3F)n[nH]2)c1 | -15 | i |
| O=C(Oc1c(Br)cc([N+](=O)[O-])cc1Br)c1cccnc1 | -15 | i |
| CCOc1ccc(OCC)c(NC(=O)CSc2nc3c(c(=O)n(C)c(=O)n3C)n2CC)c1 | -29 | i |
| NC(=O)Cn1c(=O)n(C2CCCCC2)c(=O)c2c3c(sc21)CCCCC3 | -24 | i |
| CC1Cc2ccccc2N1C(=O)CSc1nnc(-c2ccccc2)c(-c2ccccc2)n1 (configuration not stated) | -14 | i |
| O=C(c1ccc([N+](=O)[O-])cc1)N1CCN(C(=O)c2cccnc2)CC1 | -15 | i |
| CCOc1ccc(Br)cc1C(=O)Nc1ccc(C(=O)NCC(C)C)cc1 | -27 | i |
| O=C(O)C1C2C=CC(O2)C1C(=O)NCc1ccccc1Br (configuration not stated) | -3 | i |
| CCOC(=O)C(C)n1cnc2sc3c(c2c1=O)CCC3 (configuration not stated) | -22 | i |
| CCCCc1nc2sc3c(=O)n(N)cnc3c2c2c1CCCC2 | -18 | i |
| O=C(NC(=S)Nc1ccccc1)c1ccc(-c2ccccc2)cc1 | -1 | i |
| Cc1ccc(C)c(CSc2nnc(-c3cccnc3)n2N)c1 | -15 | i |
| CN(CC(=O)Nc1ccc(F)cc1)C(=O)c1cccc(S(=O)(=O)N2CCN(c3ccc(F)cc3)CC2)c1 | 3 | i |
| CC1CN(S(=O)(=O)c2cc(C(=O)NCCCN3CCCC3=O)ccc2Cl)CC(C)O1 (configuration not stated) | -15 | x |
| COc1cc(C(=O)NCC(c2cccs2)N2CCc3ccccc32)cc(OC)c1OC (configuration not stated) | -18 | i |
| COc1ccc(S(=O)(=O)N2c3ccccc3OCC2C)cc1 (configuration not stated) | -1 | 7.1* |
| O=C(CSc1nncs1)NC(=O)Nc1ccc2c(c1)OCCO2 | -9 | i |
| CC(CS(=O)(=O)c1ccccc1[N+](=O)[O-])N1CCOCC1 (configuration not stated) | -16 | i |
| Cc1nn(CC(=O)NCCN2CCOCC2)c(=O)c2cc3sccc3n12 | -2 | i |
| COc1cc(OC)c(OC)cc1CNC(=O)c1cc(=O)[nH]c2ccccc12 | -12 | i |
| Cc1cc(=O)oc2cc(OCC(=O)NCCN3CCOCC3)ccc12 | 8 | i |
| CC(=O)N1CCOCCOCCN(C(C)=O)CCOCC1 | -5 | i |

(next part)
Structure,OX1R antag,CHT PAM
CC(=O)c1c(C)n(C)c2ccc(OC(=O)c3ccc([N+](=O)[O-])cc3)cc12,-1,i
N#CC1(c2ccccc2)CCCN1C(=O)c1ccccc1Br (configuration not stated),-11,i
CC(C)CC(NC(N)=O)C(=O)Nc1ccc(Cl)c(Cl)c1 (configuration not stated),-11,i
C/C(=N\NC(=O)c1c(C)nc2ccccn12)c1ccc(C(C)(C)C)cc1,-25,i
CCOc1ccc(C(=O)NC2CCN(CC(=O)NCc3cccs3)CC2)cc1,-25,i
Fc1cccc(Cn2ccc(-c3ccc4c(c3)OCO4)n2)c1,-33,i
CC(=O)N(C)c1ccc(NCc2cc(=O)oc3cc(C)c(O)cc23)cc1,-6,i
COc1cc(CN2CCSCC2)c([N+](=O)[O-])cc1OC,-4,i
COC(=O)Cn1c(=NC(=O)c2ccc(Cl)s2)sc2cc(C)ccc21,-25,i
COc1cc(/C=N/NC(=O)c2cccs2)ccc1O,10,i
COCCNC(=S)N/N=C/c1ccc(N2CCOCC2)cc1,-3,i
N#Cc1c(NC(=O)CN2CCN(C(=O)c3ccco3)CC2)sc2c1CCCCC2,5,i
O=C1CNC(=O)N1CC(O)Cn1c2ccccc2c2ccccc21 (configuration not stated),-11,i
CCOC(=O)[C@H]1[C@H]2COc3ccc(Cl)cc3[C@@H]2N2C(=O)CN(CC3CCCO3)C(=O)[C@@]12C (some centres not stated),-19,x
Cn1c(CN2CCOCC2)nnc1SCC(=O)NCCc1ccccc1,-5,i
COc1ccc(C)cc1NC(=O)C(OC(=O)C1CC1)c1ccccc1 (configuration not stated),-21,i
Cc1ccc(NC(=O)COC(=O)CCC(=O)c2ccc(C(C)(C)C)cc2)c([N+](=O)[O-])c1,-18,i
CCN(CC)CCCN1C(=O)C(O)=C(C(=O)c2ccco2)C1c1ccc(C)o1 (configuration not stated),5,i
Cc1ccc(-c2nn(CCC(=O)O)cc2CCC(=O)O)cc1,2,i
CN(NC(=O)C1CC(=O)N(c2ccccc2)C1)C1=NS(=O)(=O)c2ccccc21 (configuration not stated),3,i
Cc1ccc(CCNC(=O)CN2C(=O)COc3ccc(S(=O)(=O)N4CCC(C)CC4)cc32)cc1,-16,i
Cc1cc(C)cc(NC(=O)Nc2ccc3ccccc3n2)c1,-18,i
O=C(NCC1CCN(Cc2ccc(F)cc2)CC1)Nc1cc(F)ccc1F,-9,i
COc1ccc(CCNC(=O)CSc2nnc(CNC(=O)c3ccco3)o2)cc1OC,-15,i
Cc1ccc(C2=CC(c3ccccc3)n3ncnc3N2)cc1 (configuration not stated),-7,i
O=C(Oc1ccccc1F)c1ccc2c(=O)n3c(nc2c1)CCC3,-20,i
Cc1sc2c(c1C)c(=O)n(-c1ccc(Cl)cc1)c(=O)n2Cc1cc(=O)n2ccccc2n1,6,i
Cc1ccc(Nc2nc(C(=O)N3CCC(C(=O)NC(C)C)CC3)cs2)cc1,-32,i
N=c1n(CCN2CCCC2)c2ccccc2n1CC(O)c1ccco1 (configuration not stated),4,i
CNC(=O)c1nc(C)n(-c2ccc(Cl)cc2Cl)n1,-5,i
